# High-throughput results from PubChem BioAssay.
# Coupling enz = counter-screen for Giardia aldolase inhibitors: coupling enzyme system; coupling enzyme system counterscreen, AmpLite Red fluorescence; activity change, negative = inhibition, % at 58.2 µM, hits read low; 0.67% of 290,000 active; AID 2472; in the data active = activity change below about -30%; note: % is set by controls: 0 for no effect and ±100 for the full control effect
#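 Counterscreen of the coupled detection system alone, without aldolase: glyceraldehyde-3-phosphate coupling enzymes plus AmpLite Red readout. Compounds at 57.5 uM final, 10 min RT preincubation, 20 min RT reaction, fluorescence 525/598 nm.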
# NPC1 prom act = activators of NPC1 promoter. Huh7 NPC1 promoter luciferase reporter, 24 h. Potency, µM (doses to about 9.22 µM), for the others: at the top dose activation, hits mostly activators. 2.4% of 320,000 active;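 note: potency is the fitted concentration of half-maximal effect; % of control where 0% means no effect; nearly all actives have a fitted effect of over 60% in size; reporter is driven by a mutant NPC1 promoter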
#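 Quantitative HTS used a cell-based reporter: Huh7 cells stably bearing the NPC1 promoter upstream of luciferase were treated with compounds for 24 h, and promoter activation was read as luminescence.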
# RORgamma inh = inhibitors of mouse ROR gamma transcriptional activity; P51450; Potency, µM (top dose mostly 53.6 µM), inactives show top-dose activity change, negative = inhibition, most hits filed as inhibitors; 5.4% of 310,000 active; Drosophila S2 Gal4-RORgamma UAS-luciferase reporter, 20 h; AID 2551; note: potency is the fitted concentration of half-maximal effect; % is set by controls: 0 for no effect and ±100 for the full control effect; nearly all actives have a fitted effect of over 60% in size
# Target sequence (P51450 whole entry, looked up, the tested form may be a part): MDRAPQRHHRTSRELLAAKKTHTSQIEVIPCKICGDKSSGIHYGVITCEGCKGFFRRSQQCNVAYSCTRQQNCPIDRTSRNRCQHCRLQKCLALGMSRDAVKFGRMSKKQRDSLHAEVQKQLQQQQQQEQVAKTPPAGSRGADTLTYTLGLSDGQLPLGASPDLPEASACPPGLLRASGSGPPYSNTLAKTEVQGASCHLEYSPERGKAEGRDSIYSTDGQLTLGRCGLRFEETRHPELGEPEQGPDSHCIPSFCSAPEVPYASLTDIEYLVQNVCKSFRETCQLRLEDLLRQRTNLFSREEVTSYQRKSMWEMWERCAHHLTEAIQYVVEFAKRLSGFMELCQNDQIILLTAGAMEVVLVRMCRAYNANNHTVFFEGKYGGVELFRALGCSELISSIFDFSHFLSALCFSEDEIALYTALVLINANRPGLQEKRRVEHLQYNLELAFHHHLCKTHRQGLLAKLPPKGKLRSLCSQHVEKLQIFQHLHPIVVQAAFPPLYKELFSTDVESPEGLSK
#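 ROR gamma transcriptional activity was tracked as Gal4-UAS luciferase output in stably transfected Drosophila Schneider cells, with compound added 1 hr before 700 uM copper sulfate induction and a 20 hr ambient-temperature incubation.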
# Giardia killer = kills Giardia lamblia | Giardia lamblia trophozoite viability | activity change, % at 7.66 µM, hits read low | 0.15% of 340,000 active; in the data active = activity change below about -80%; inconclusive = between about -30% and that limit;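 note: parasites exposed to compound for two days anaerobically before the ATP read; % is set by controls: 0 for no effect and ±100 for the full control effect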
#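 Giardia trophozoites, 100 cells per well, were exposed to compounds for 48 hrs at 37 deg C under anaerobic conditions; viability was then read as ATP content by bioluminescence after 15-30 min at room temperature.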
# Rab9 prom act = activators of Rab9 promoter. Huh7 Rab9 promoter-luciferase reporter, luminescence, 24 h. Potency, µM (doses to about 9.22 µM), without a hit: at the top dose activation, negative = inhibition, most hits filed as activators. 2.8% of 320,000 active. AID 485297; note: potency is the fitted concentration of half-maximal effect; % of control where 0% means no effect; nearly all actives have a fitted effect of over 60% in size
#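 Huh7 cells stably carrying Rab9 promoter–luciferase reporter, plated 1500 cells/well, compound added after 2 h and incubated 24 h at 37 °C; luciferase luminescence then read after 10 min with detection reagent.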
# Tb PFK block = T. brucei PFK enzyme inhibition. O15648. T. brucei PFK, ADP-Glo luminescence. Potency, µM (titrated, usually from 57.5 µM), for inactives: at the highest dose activity, negative = inhibition, usual class: inhibitors. 0.17% of 330,000 active. AID 485367;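 note: potency is the fitted concentration of half-maximal effect; 0% = uninhibited 1x PFK enzyme wells and -100% = no-enzyme wells; nearly all actives have a fitted effect of over 60% in size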
#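 Activity is normalized to no-enzyme wells (full inhibition) and 1.25 nM enzyme wells (no inhibition). Reaction: 0.5 mM F6P, 0.1 mM ATP, 45 min RT, ADP-Glo luminescence; concentration-response curves fitted and classed by quality.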
# uPA generation = blocks generation of uPA at the cell surface; cell surface uPA generation assay, qHTS; Potency, µM (series often up to 38.3 µM), for the others: at the top dose activity change, negative = inhibition, hits mostly inhibitors; 0.31% of 330,000 active; AID 540303; active = well fitted inhibition curve with a large enough effect; inconclusive = small, poorly fitted or top-dose-only effect; inactive = no such curve, though single readings can be large or run the other way; tested in mouse RAW 264.7 cells; note: potency is the fitted concentration of half-maximal effect; % is set by controls: 0 for no effect and ±100 for the full control effect; nearly all actives have a fitted effect of over 55% in size
# FLuc counter = firefly luciferase modulation, counter-screen for miR-21 project; P08659; purified FLuc, Km substrates, luminescence inhibition; Potency, µM (highest dose often 57.5 µM), for the others: at the highest dose activity change, negative = inhibition, hits mostly inhibitors; 6.9% of 360,000 active;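 note: potency is the fitted concentration of half-maximal effect; plate controls were vehicle for no effect and reference inhibitor for full effect; nearly all actives have a fitted effect of over 55% in size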
# Target sequence (P08659 whole entry, looked up): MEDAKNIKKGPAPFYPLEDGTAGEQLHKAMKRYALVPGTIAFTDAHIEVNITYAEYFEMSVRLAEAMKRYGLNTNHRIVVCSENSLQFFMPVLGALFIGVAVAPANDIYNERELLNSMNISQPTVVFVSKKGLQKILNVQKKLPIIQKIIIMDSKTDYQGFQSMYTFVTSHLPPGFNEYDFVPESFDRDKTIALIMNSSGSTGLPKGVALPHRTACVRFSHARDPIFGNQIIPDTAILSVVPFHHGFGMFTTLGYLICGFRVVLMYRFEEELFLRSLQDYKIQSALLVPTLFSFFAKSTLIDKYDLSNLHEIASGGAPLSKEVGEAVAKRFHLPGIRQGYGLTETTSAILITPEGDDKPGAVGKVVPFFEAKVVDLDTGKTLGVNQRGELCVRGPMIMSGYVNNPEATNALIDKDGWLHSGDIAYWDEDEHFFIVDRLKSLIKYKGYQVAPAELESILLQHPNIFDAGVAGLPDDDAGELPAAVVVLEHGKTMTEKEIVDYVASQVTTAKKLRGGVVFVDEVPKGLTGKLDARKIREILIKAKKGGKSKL
#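 Biochemical qHTS of compounds, final roughly 60 µM downward over six points, against 10 nM purified firefly luciferase using Km concentrations of substrates (10 uM D-luciferin, 10 uM ATP) in Tris acetate pH 7.5 buffer; luminescence output.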
# Gal4-VP16 FLuc = Gal4-VP16 reporter inhibition counter-screen | AID 2546 | Potency, µM (series often up to 53.6 µM), for the others: at the top dose activity, negative = inhibition, actives largely listed as inhibitors | 3.5% of 310,000 active | Drosophila S2 Gal4-VP16 UAS-luciferase, luminescence, 20 h;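 note: Gal4-VP16 expression switched on by copper sulfate through the metallothionein promoter; potency is the fitted concentration of half-maximal effect; % is set by controls: 0 for no effect and ±100 for the full control effect; nearly all actives have a fitted effect of over 50% in size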
# ELG1 genotox = inducers of genotoxicity in HEK293T ELG1-luciferase cells; HEK293T ELG1-luciferase reporter, luminescence, 16 h; Potency, µM (highest dose often 46 µM), for the others: top-dose activity change, positive = activation, most hits filed as activators; 1.3% of 330,000 active; note: potency is the fitted concentration of half-maximal effect; % of control where 0% means no effect; nearly all actives have a fitted effect of over 60% in size
#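 Quantitative HTS format in 1536-well plates. HEK293T ELG1-luciferase reporter cells receive test compound and are incubated 16 hr at 37 °C, 5% CO2; ONE-Glo added, 30 min room temperature, then luminescence read.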
# KCNH2 3.1 inh = KCNH2 3.1 (human) potassium channel inhibition; 0.95% of 340,000 active; AID 720553; U2OS KCNH2 3.1, thallium flux FluxOr; stronger effect = lower value; activity change, % (tested at about 1.8 µM);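 active = maximum activity change below -70%; inconclusive = maximum activity change from -70% to -50%; inactive = maximum activity change above -50%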;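 note: thallium influx rate constant from kinetic fluorescence after stimulation buffer; % is set by controls: 0 for no effect and ±100 for the full control effect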
#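 Thallium flux via FluxOr fluorescence (Red40 quencher, 45 min loading) in U2OS cells virally expressing the KCNH2 3.1 isoform (1.77 x 10^8 /mL virus, overnight at 37 C). Rate constants from 2-min kinetic reads post-stimulation, normalised to positive and negative controls.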
# The depositor's hits bear a star; ? = inconclusive; . = not tested or not shown; & = joins results of further samples; [ ] = another dose, or the depositor's remark. Unless noted, calls come from the whole dose curve; as a rule, active = well fitted curve in the direction sought with a large enough effect; inconclusive = small, poorly fitted or top-dose-only effect, or another doubt; inactive = no such curve, though single readings can be large; an effect the other way counts as inactive or inconclusive.
SMILES,Coupling enz,NPC1 prom act,RORgamma inh,Giardia killer,Rab9 prom act,Tb PFK block,uPA generation,FLuc counter,Gal4-VP16 FLuc,ELG1 genotox,KCNH2 3.1 inh
Cc1cccc(C)c1N1C(=O)C2ON(c3ccccc3)C(c3ccncc3)C2C1=O (stereo not given),12,7%,10%,-14,-4%,-1%,2%,7%,-6%[0.365 µM],1%,-6
COc1ccc(CCNC(=O)CSc2nc(=O)n3cc(C)ccc3n2)cc1OC,.,1%,.,-9,1%,1%,2%,9%,.,0%,5
COc1ccc(NC(=O)CN2CCN(c3nc(-c4ccc(F)cc4)cs3)CC2)c(OC)c1,2,-3%,1%,8,-2%,-3%,-2%,-5%,1%,-4%,13
O=C(Cc1ccc(-c2ccccc2)cc1)Nc1ccccc1,0,3%,0%,5,16%,0%,-4%,-1%,-2%,?,-21
COc1cc(/C=N/n2cnnc2)ccc1OCc1ccc(C)cc1,-2,5%,-4%,8,12%,0%,-1%,?,-4%,23µM*,11
O=C(O)c1cc(=O)cc(C(=O)O)[nH]1,1,3%[46.1 µM],6%,20,2%[46.1 µM],0%,.,2%,0%,-1%,-5
Cn1ccnc1SCC(=O)NC12CC3CC(CC(C3)C1)C2,1,-4%,-18%,5,0%,5%,-5%,-3%,-3%,6%,-19
COCCNC(=O)C(c1ccc(OC)cc1)N(C(=O)Cn1nnc2ccccc21)c1cccnc1 (stereo not given),2,0%,3%,1,-4%,0%,-2%,0%,0%,0%,22
O=C(Nc1nc2ccccc2n1CCOc1ccccc1)c1ccco1,-12,10%,2µM*,24,27%,-2%,-10%,?,5µM*,-1%,13
Cn1ncc(Cl)c1C(=O)NC1CCCC1,2,-4%,.,-21,0%,-10%,7%,4%,.,-2%,-4
CCOC(=O)CN(C(=O)c1snc(C(N)=O)c1N)C(C(=O)NCCC(C)C)c1ccc(F)cc1 (stereo not given),-4,1%,-18%,56[activator],15%,-7%,14%,-1%,-5%,1%,26
O=C(COc1ccc(S(=O)(=O)NC2CCCCC2)cc1Cl)N1CCN(c2ccccc2)CC1,0,11%,18%,2,-1%,2%,.,0%,3%,-4%,-13
Cc1cccc(C(=O)OCC(=O)N(C)c2ccccc2)c1C,0,4%,15%,?,-2%,-4%,0%,4%,-13%,3%,-6
CC(C)Oc1cccc(C(=O)C2CCCN(Cc3cnn(C(C)C)c3)C2)c1 (stereo not given),2,-5%,-23%,0,-3%,-4%,-2%,-1%,-12%,3%,-10
O=C(COC(=O)c1cccc(OC(F)F)c1)NCC1CCCO1 (stereo not given),.,.,.,-2,.,1%,1%,.,.,-1%,-3
O=C(OCc1nnc(-c2ccccc2)o1)c1cc(Cl)ccc1[N+](=O)[O-],1,0%,8%,-5,0%,1%,-15%,-27%,25%,4%,-10
Cc1ccc(CSc2nnc(CS(=O)Cc3ccc(Cl)cc3Cl)n2C)cc1 (stereo not given),4,-1%,?,6,2%,-6%,.,-1%,8%,-5%,-26
Cc1ccc(-n2c(Cc3cccn3C)nnc2SCC(=O)NCc2ccco2)cc1,-1,4%,-2%,-1,2%,-10%,.,-3%,-10%,0%,14
CCOC(=O)c1nnc(-c2ccccc2)[nH]c1=O,-1,-3%,-9%,-13,16%,-1%,2%,?,-1%,11%,-7
O=C(NCCN1CCN(c2ccccc2)CC1)C1CCN(S(=O)(=O)N2CCOCC2)CC1,3,0%,5%,4,0%,-3%,2%,0%,1%,0%,4
C=CCOC(=O)C1=C(C)Nc2ncnn2C1c1cc(Br)ccc1F (stereo not given),-4,-6%,-36%,9,-10%,-6%,-1%,-1%,1%,-10%,17
Cc1cc([N+](=O)[O-])c(C)cc1-c1ccc(/C=N/NC(=O)c2cccnc2)o1,-18,-2%,8.9µM*,-14,0%,1%,2%,?,?,-1%,4
O=C(CCc1n[nH]c(=O)[nH]c1=O)N/N=C/c1ccc(Br)o1,-2,-1%,0%,0,-2%,-4%,5%,-2%,-9%,-1%,15
Oc1ccc(N=Nc2n[nH]c(-c3ccccc3)n2)cc1,0,1.6µM*,?,6,1µM*,-5%,-8%,3.8µM*,-27%,8.2µM*,9
CCCCC(CC)C(=O)NCCCN1CCN(CCCNC(=O)C(CC)CCCC)CC1 (stereo not given),2,-4%,11%,-14,-2%,3%,5%,-1%,-13%,-5%,6

# (further entries)
SMILES,Coupling enz,NPC1 prom act,RORgamma inh,Giardia killer,Rab9 prom act,Tb PFK block,uPA generation,FLuc counter,Gal4-VP16 FLuc,ELG1 genotox,KCNH2 3.1 inh
COc1ccc(C(=O)CC(CC(=O)c2ccc(OC)cc2)C(=O)O)cc1,.,-2%,.,2,-4%,0%,3%,5%,.,0%,20
Cc1ccc(CNC(=O)CCC(=O)N2CC(C)Sc3ccccc32)cc1 (stereo not given),0,1%,16%,4,-1%,2%,5%,-11%&-1%,2%,-1%,6
COc1ccc(/C=C(/CC(=O)Nc2ccccc2)c2nc3ccccc3s2)cc1,1,13%,?,17,27%,2%,4%,21µM*,6%,9%,.
Cc1ccc(S(=O)(=O)/N=S(/C)c2ccccc2)cc1 (stereo not given),2,-2%,-2%,-2,-2%,-3%,-3%,-2%,-5%,-3%,-3
Cc1cc(C)c(S(=O)(=O)N(CC(=O)O)CC(=O)O)c(C)c1,14,8%,-9%,11,1%,2%,0%,1%,-1%,1%,.
CCOc1ccc(C(CCc2ccccc2)NC(=O)c2ccccc2)cc1OCC (stereo not given),0,-2%,11%,2,-10%,3%,-4%,0%,7%,0%,-9
COc1ccc(-c2cc(C(=O)Nc3cccnc3)c3ccccc3n2)cc1OC,.,0%,7%,10,0%,0%,-5%,11µM*,-1%,-18%,-1
Cc1ccc(OCC(=O)Nc2ccc(S(=O)(=O)Nc3cc(C)nc(C)n3)cc2)c(C)c1,.,-3%,.,7,-6%,-2%,-3%,-18%,.,1%,-8
C=CCn1c(Br)nc2c1c(=O)[nH]c(=O)n2C,2,0%,7%[0.365 µM],-7,0%,-8%,1%,-2%,.,-7%,-11
Cc1ccc(S(=O)(=O)N2CCC(C(=O)Nc3ccccc3N3CCCC3)CC2)cc1,.,-4%,.,14,-5%,4%,2%,6%,.,-32%[inhibitor],1
O=C(Cn1nc(C(=O)O)c2ccccc2c1=O)Nc1cc(S(=O)(=O)N2CCCCC2)ccc1Cl,.,.,.,28,.,-2%,11%,.,.,1%,?
N/C(CSc1ncccc1C(F)(F)F)=N\O,-3,1%,4%,-6,1%,6%,3%,2%,-2%,0%,3
COc1ccc(CCn2c(=N)c(C(=O)NCc3ccco3)cc3c(=O)n4cccc(C)c4nc32)cc1,0,-11%,2%,16,-1%,5%,-6%,3%,5%,-2%,-15
CC(C)C(=O)Nc1c(-c2ccc(Cl)cc2)c(=O)c2ccccc2n1C,0,0%,2%,-5,-9%,1%,-26%,0%,-2%,1%,0
CCN(Cc1nc2cc(Cl)ccc2c(=O)[nH]1)C(=O)c1ccc(C)c(NC(=O)c2ccco2)c1,.,1%,.,-4,-11%,11%,6%,-1%,.,-3%,-4
COC(=O)c1ccc(NC(=O)COC(=O)c2cccc3c(=O)c(C)c(-c4ccccc4)oc23)cc1,6,-3%,?,-12,1%,0%,0%,2%,-16%,-1%,1
O=S(=O)(c1ccccc1)c1cnn2c(C(F)(F)F)cc(-c3ccccc3)nc12,-6,0%,-13%,-2,-4%,-1%,3%,-1%,-29%,3%,-2
CC(NC(=O)CCNC(=O)c1ccccc1Cl)C1CC2CCC1C2 (stereo not given),1,-4%,-6%,19,2%,-2%,5%,4%,-4%,-3%,-24
COc1ccc(OCC(O)CN(C)C(=O)/C=C/c2cccc([N+](=O)[O-])c2)cc1 (stereo not given),-3,-1%,24%,10,-3%,0%,-1%,2%,-5%,-6%,7
Cc1[nH]c2ccccc2c1C(=O)COC(=O)C1CC(=O)N(Cc2ccccc2)C1 (stereo not given),2,-1%,-2%,-10,-8%,2%,2%,11%,-1%,-1%,0
O=C(Cn1cccn1)N1CCCC(Nc2ccc(F)c(F)c2)C1 (stereo not given),.,-2%,-23%,8,4%,8%,11%,-3%,-15%,6%,5
CCOCCCn1c(=S)[nH]c2cc(C(=O)NCCc3ccccc3)ccc2c1=O,0,16%,?,9,27%,1%,-1%,1%,-29%,?,22
Cc1cc2ccccc2n2c(SCC(=O)NCC3CCCO3)nnc12 (stereo not given),0,-11%,-14%,-16,-5%,-6%,?,3%,-12%[10 µM],-4%,11

# Results in RORgamma inh and Giardia killer, for some of the entries so far:
structure	RORgamma inh	Giardia killer
Cc1ccc(OCC(=O)Nc2ccc(S(=O)(=O)Nc3cc(C)nc(C)n3)cc2)c(C)c1	.	7
C=CCn1c(Br)nc2c1c(=O)[nH]c(=O)n2C	7%[0.365 µM]	-7
